From PubChem BioAssay
HPDE-C7K KRASV12: cytotoxicity in KRAS-transformed pancreatic duct cells, primary screen, cell-based, fluorescence, HTS (AID 431). HPDE-C7K KRASV12 cells, Alamar Blue viability, 48 h; higher % means a stronger effect. actives 1.7% (n = 63,000). cytotoxicity, % at 10 µM, or EC50 in µM where a hit was titrated;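 active = compounds whose percent cytotoxicity in the single-dose primary screen, scaled between solvent and toxic-drug controls, exceeds 50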;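 note: 0% = DMSO solvent wells and 100% = doxorubicin-treated wells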
LYP phosphatase: inhibition of human PTPN22 tyrosine phosphatase – biochemical, DiFMUP fluorescence, recombinant catalytic domain, 10 µM, primary screen (AID 606) | recombinant LYP catalytic domain, DiFMUP fluorescence; higher % means a stronger effect | one-dose inhibition, % at 10 µM; IC50 in µM for titrated hits | 52,000 tested, under 10 active;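 active = IC50 under 40 µM in the dose-response test; inactive = IC50 of 40 µM or more, or never dose-tested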
HPDE-C7 viability: cytotoxicity in HPDE-C7 cells, cell-based, fluorescence, HTS (AID 430) | actives 1.8% (n = 63,000) | HPDE-C7 pancreatic duct cells viability, fluorescence; higher % means a stronger effect | one-dose cytotoxicity, % at 10 µM; EC50 in µM for titrated hits;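 note: cells exposed to compound for 48 hours before viability readout; 0% = vehicle and 100% = reference cytotoxic drug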
Spn MK inh: blocks S. pneumoniae mevalonate kinase; purified MK, PK/LDH-coupled NADH absorbance 340 nm; AID 555; inhibition, % at 10 µM; actives 0.48% (n = 65,000);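 active = ranked among the strongest by inhibition in the single 10 µM screen, a fixed top-ranked set picked for dose follow-up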; note: no value below 0 was filed
Alkaline phosphatase: inhibition of tissue-nonspecific alkaline phosphatase – biochemical, luminescent (AID 518); purified TNAP enzyme, luminescent substrate readout; higher % means a stronger effect; inhibition, % at 20 µM, or IC50 in µM where a hit was titrated; actives 0.09% (n = 64,000); in the data active = a potency from the dose series; inactive = the rest, 99 in 100 with inhibition below about 22%;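 note: plate controls were vehicle for no effect and reference inhibitor for full effect; many of its hits are not listed in these tables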
Bfl-1 displacement: displacement of Bid BH3 peptide from Bfl-1 – biochemical, fluorescence polarization, FITC-Bid, mouse, primary screen (AID 432). FITC-Bid BH3 peptide fluorescence polarization displacement; higher % means a stronger effect. actives 0.02% (n = 64,000). displacement, % at 20 µM; hits with a dose series show IC50 in µM; in the data active = a potency from the dose series; inactive = the rest, 99 in 100 with displacement below about 15%; note: strong numbers were not always called active
HT1080 viability: cytotoxicity in HT1080 fibrosarcoma cells, cell-based, fluorescence readout (AID 620); HT1080 viability, fluorescence; higher % means a stronger effect; cytotoxicity, % at 10 µM; hits with a dose series show EC50 in µM; actives 0.42% (n = 87,000);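 note: cells exposed to compound overnight then 4 h with Alamar Blue; 0% = vehicle DMSO and 100% = killing control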
Spn PMK inh: blocks S. pneumoniae phosphomevalonate kinase; inhibition, % at 10 µM; actives 0.49% (n = 65,000); purified PMK, PK/LDH-coupled NADH absorbance 340 nm; AID 539;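 active = top-ranked compounds by inhibition in the single 10 µM screen, taking a fixed number of the strongest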;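 note: 0% = full reaction with DMSO carrier and 100% = background rate without enzyme reaction; no value below 0 was filed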
DPM-DC inhibit: blocks S. pneumoniae diphosphomevalonate decarboxylase; actives 0.49% (n = 65,000); calls only at 10 µM; purified DPM-DC, PK/LDH coupled NADH fluorescence;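 active = the 320 compounds with the highest percent inhibition in the single-dose primary screen, excluding strongly autofluorescent ones, cut at about 32% in these data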;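 note: kinetic rate of NADH fluorescence loss reporting ADP formed by the decarboxylase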
Spn PMK inh pilot replicates: second read-out of Spn PMK inh, no call of its own (marks repeat the call); inhibition, %; measured here: pilot screen replicates
Spn MK inh pilot replicates: second read-out of Spn MK inh, no call of its own (marks repeat the call); inhibition, %; measured here: pilot screen replicates
DPM-DC inhibit pilot screen %: second read-out of DPM-DC inhibit, no call of its own (marks repeat the call); inhibition, %; measured here: pilot screen trials
Starred values were filed as active, the others as inactive; i = inactive; · = no result given. Cut-off read from the data, not from the text of the source, unless noted: active = cytotoxicity above about 50%; inactive = the rest.

SMILES	HPDE-C7K KRASV12	LYP phosphatase	HPDE-C7 viability	Spn MK inh	Alkaline phosphatase	Bfl-1 displacement	HT1080 viability	Spn PMK inh	DPM-DC inhibit	others
Cc1ccc(NC2CC(=O)N(c3ccc(N4CCCCC4)cc3)C2=O)cc1 (stereo not drawn)	-12%	-2%	-6%	6	7%	-2%	-1%	6	i
Cc1cc(O)ccc1-c1cnc2ccccc2n1	1%	3%	10%	12	17%	4%	-12%	2	i
CCOc1ccc2nc(SCC(=O)N3CCCCCC3)c(C#N)cc2c1	16%	-7%	-11%	6	18%	-8%	10%	9	i	Spn PMK inh pilot replicates=2.0;Spn MK inh pilot replicates=0.0;DPM-DC inhibit pilot screen %=2.0
COc1cccc(NC(=O)Cc2ccccc2)c1	-25%	·	-18%	10	0%	1%	0%	7	i
CCn1c(SCC(=O)Nc2ccc(Cl)cc2)nnc1C1CC1	-8%	4%	-9%	4	6%	-2%	2%	58*	i	Spn PMK inh pilot replicates=5.5*;Spn MK inh pilot replicates=2.5;DPM-DC inhibit pilot screen %=6.5
N#CCCn1cc(/C=N/O)c(-c2ccc(-c3ccccc3)cc2)n1	25%	8%	17%	0	5%	2%	0%	0	i
CN(C(=O)CN1C(=O)c2ccccc2S1(=O)=O)c1ccccc1C(=O)O	8%	-3%	-4%	7	0%	-6%	-3%	0	i
CC(=O)Nc1ccc(S(=O)(=O)N2CCC(c3nc4ccc(C)cc4[nH]3)CC2)cc1	2%	·	0%	4	3%	-4%	11%	0	i
CCCS(=O)(=O)N1CCC(C(=O)NCCCN(C)Cc2ccccc2)CC1	-13%	17%	4%	0	3%	-4%	5%	6	i
CCN(CC)c1nc(SCC(=O)O)nc(N(CC)CC)n1	14%	22%	13%	19	-2%	0%	0%	4	i

4 structures from above, ordered by SMILES length, falling.
SMILES	HPDE-C7K KRASV12	LYP phosphatase	HPDE-C7 viability	Spn MK inh	Alkaline phosphatase	Bfl-1 displacement	HT1080 viability	Spn PMK inh	DPM-DC inhibit	others
CN(C(=O)CN1C(=O)c2ccccc2S1(=O)=O)c1ccccc1C(=O)O	8%	-3%	-4%	7	0%	-6%	-3%	0	i
CCCS(=O)(=O)N1CCC(C(=O)NCCCN(C)Cc2ccccc2)CC1	-13%	17%	4%	0	3%	-4%	5%	6	i
CCn1c(SCC(=O)Nc2ccc(Cl)cc2)nnc1C1CC1	-8%	4%	-9%	4	6%	-2%	2%	58*	i	Spn PMK inh pilot replicates=5.5*;Spn MK inh pilot replicates=2.5;DPM-DC inhibit pilot screen %=6.5
COc1cccc(NC(=O)Cc2ccccc2)c1	-25%	·	-18%	10	0%	1%	0%	7	i

Next part.
SMILES	HPDE-C7K KRASV12	LYP phosphatase	HPDE-C7 viability	Spn MK inh	Alkaline phosphatase	Bfl-1 displacement	HT1080 viability	Spn PMK inh	DPM-DC inhibit	others
COc1cccc(NC(=O)c2cccs2)c1	-8%	10%	-1%	1	11%	-13%	-5%	7	i
COc1ccc(S(=O)(=O)N2CCC(C(=O)Nc3cccc(Cl)c3)CC2)cc1OC	-12%	11%	-11%	3	-6%	-7%	7%	10	i
S=C(c1ccc(-c2ccc(Cl)c(Cl)c2)o1)N1CCOCC1	21%	1%	9%	10	11%	-4%	5%	0	i
COc1ccc2c(Cl)c(C(=O)NCCCn3ccnc3)sc2c1	34%	-1%	19%	11	2%	-4%	0%	9	i
Cc1cc(C)c(NC(=O)CN2C(=O)NC3(CCCCC3)C2=O)c(C)c1	1%	8%	-7%	4	5%	-5%	-5%	9	i
COc1ccc(C2N3CC4(C)CN2CC(C)(C3)C4O)cc1OC (stereo not drawn)	1%	·	8%	14	3%	-9%	5%	0	i
COCCCNC(=O)c1ccc(C(=O)NCCCOC)cc1	1%	-8%	6%	7	11%	-1%	29%	0	i
CS(=O)(=O)N(Cc1ccc(C(=O)NCc2ccco2)cc1)c1ccccc1	·	2%	·	13	8%	0%	2%	11	i
CCOC(=O)C(Sc1nnc2c3ccccc3n(CC)c2n1)C(=O)OCC	9%	5%	3%	6	16%	5%	0%	4	i
COc1ccccc1-c1cc(C(=O)NCc2ccco2)no1	0%	6%	1%	1	4%	-5%	-14%	11	i

Reprinted at random: four records from the list, in no set order.
SMILES	HPDE-C7K KRASV12	LYP phosphatase	HPDE-C7 viability	Spn MK inh	Alkaline phosphatase	Bfl-1 displacement	HT1080 viability	Spn PMK inh	DPM-DC inhibit	others
CCN(CC)c1nc(SCC(=O)O)nc(N(CC)CC)n1	14%	22%	13%	19	-2%	0%	0%	4	i
CCOC(=O)C(Sc1nnc2c3ccccc3n(CC)c2n1)C(=O)OCC	9%	5%	3%	6	16%	5%	0%	4	i
Cc1cc(O)ccc1-c1cnc2ccccc2n1	1%	3%	10%	12	17%	4%	-12%	2	i
Cc1cc(C)c(NC(=O)CN2C(=O)NC3(CCCCC3)C2=O)c(C)c1	1%	8%	-7%	4	5%	-5%	-5%	9	i

Remaining list, next part
SMILES	HPDE-C7K KRASV12	LYP phosphatase	HPDE-C7 viability	Spn MK inh	Alkaline phosphatase	Bfl-1 displacement	HT1080 viability	Spn PMK inh	DPM-DC inhibit	others
COC(=O)Cc1cc(=O)n2[nH]c(C)nc2n1	-5%	3%	-16%	5	2%	-2%	8%	3	i
COCCOC(=O)C1=C(C)N=C2SCCC(=O)N2C1c1cc(Br)ccc1OC (stereo not drawn)	-5%	3%	0%	10	5%	-4%	15%	13	i
COc1ccc(N2CCN(C(c3cccs3)C(C)NS(=O)(=O)c3ccccc3)CC2)cc1 (stereo not drawn)	7%	3%	4%	3	5%	-5%	-1%	8	i
COc1ccc(-c2csc(NCc3ccco3)n2)cc1C	-22%	-11%	-1%	12	-4%	3%	-1%	7	i
Oc1ccccc1C1Nc2cccc3cccc(c23)N1	-2%	7%	-22%	6	20%	6%	-1%	12	i
CCN(CC)C(=O)C1CCCN(Cc2ccccc2F)C1 (stereo not drawn)	-8%	·	-9%	31	5%	1%	1%	0	i
Cc1nc(N)nc(C)c1Cc1ccccc1	-12%	-2%	-10%	5	3%	-9%	3%	16	i
Cc1ccc(N(CC(=O)N2CCN(C3CCCCC3)CC2)S(=O)(=O)c2cccnc2)cc1	2%	·	-3%	1	7%	-4%	8%	10	i
O=C(CSc1nnc2ccccn12)NC(=O)NC1CCCC1	0%	·	-8%	4	6%	-8%	-8%	0	i
CN(C(=O)c1ccccn1)c1nnc(-c2cccnc2)s1	-4%	-17%	-11%	3	5%	-9%	7%	8	i	Spn PMK inh pilot replicates=1.5;Spn MK inh pilot replicates=0.0;DPM-DC inhibit pilot screen %=4.0
CCCCN1C(=O)C2C(c3ccc(OC)cc3O)NC(CC(C)C)(C(=O)O)C2C1=O (stereo not drawn)	7%	2%	-4%	1	4%	4%	2%	5	i
CN(c1nc2c(c(=O)n(C)c(=O)n2C)n1CC(=O)c1ccccc1)C1CCCCC1	-1%	2%	12%	9	12%	-2%	5%	6	i
CCOc1ccccc1NC(=O)CCS(=O)(=O)c1cccc2nonc12	-7%	-4%	-8%	3	-3%	1%	1%	11	i
COC(=O)c1ccccc1NC(=O)N1CSC[C@H]1C(=O)OC	2%	11%	-21%	5	7%	0%	-2%	14	i
Cc1nc2sc(C(c3cccs3)N3CCC4(CC3)OCCO4)c(O)n2n1 (stereo not drawn)	·	2%	·	5	·	·	21%	6	i
COC(=O)C(NC(=O)c1ccco1)(Nc1nc(C)cs1)C(F)(F)F (stereo not drawn)	-13%	-6%	11%	9	11%	1%	-10%	7	i
CCc1c(C)c2cc(Cl)c(O)c(CN(C)C)c2oc1=O	-6%	2%	-4%	12	2%	-5%	5%	1	·
Cc1ccc2[nH]c(=O)c(CN(Cc3ccco3)C(=O)c3cccs3)cc2c1	-17%	·	-23%	7	14%	-11%	5%	11	i
O=C(CCSc1ccccc1)NCCSc1ccccn1	15%	9%	-4%	10	15%	-3%	2%	12	i
CCOC(=O)c1ccccc1NC(=O)COC(=O)c1ccc(C)c(S(=O)(=O)N2CCOCC2)c1	-10%	-5%	-23%	8	14%	5%	2%	0	i
c1ccc2c(c1)oc1c(N3CCN(Cc4ccc5c(c4)OCO5)CC3)ncnc12	10%	-3%	8%	0	11%	3%	-4%	0	i
COC(=O)c1ccccc1NC(=O)CN(C1CCCCC1)S(C)(=O)=O	14%	7%	2%	5	6%	-5%	3%	6	i
COC(=O)CNC(=O)CNC(=O)Nc1ccccc1	-12%	-12%	-16%	7	8%	-2%	4%	4	i
O=c1cc(N2CCC3(CC2)OCCO3)[nH]c(=O)n1-c1ccc(Cl)cc1	2%	5%	-10%	5	5%	-2%	4%	10	i
COc1ccccc1-n1c(SCC(=O)Nc2ccc3c(c2)OCO3)nc2c(c1=O)SCC2	11%	·	14%	8	16%	-5%	·	0	i	Spn PMK inh pilot replicates=0.0;Spn MK inh pilot replicates=1.0;DPM-DC inhibit pilot screen %=0.0
Nc1ccc2oc(-c3ccccc3Cl)nc2c1	26%	9%	17%	0	3%	0%	4%	12	i
N#CN=C(N)c1ccccc1	11%	1%	3%	0	4%	0%	-2%	18	i
Cc1cc(C)c(C#N)c(SCC(=O)N2CCN(Cc3ccccc3)CC2)n1	22%	2%	10%	7	13%	2%	·	25	i
CC1CCN(C(=O)CSc2nnc(-c3ccco3)o2)CC1	2%	·	-2%	12	3%	1%	3%	14	i
CCOc1ccc(N2C(=O)CCC2=O)cc1	-11%	·	0%	14	-11%	4%	0%	8	i
CCOC(=O)c1c(C)[nH]c(C)c1C(=O)COc1ccc(NC(=O)c2ccco2)cc1	·	15%	·	5	·	·	19%	16	i	Spn PMK inh pilot replicates=2.5;Spn MK inh pilot replicates=0.0;DPM-DC inhibit pilot screen %=0.0
Cc1ccc2nc(CSc3nnc(-c4ccco4)o3)cc(=O)n2c1	1%	8%	1%	6	10%	3%	-2%	14	i
Cc1cc(C(=O)CN2C(=O)NC(Cc3c[nH]c4ccccc34)C2=O)c(C)n1C (stereo not drawn)	11%	·	-3%	0	8%	2%	-2%	6	i
